Source: PubChem BioAssay (National Center for Advancing Translational Sciences (NCATS))
TGFb SMAD3 inh: qHTS for Inhibitors of TGF-b | HepG2 CAGA-GFP TGF-b/SMAD3 reporter, GFP fluorescence, 18 h; TGF-beta stimulated, 500 pg/mL final | Potency, µM (highest dose often 46.1 µM), inactives show at the top dose activity, negative = inhibition, usual class: inhibitors | 1.2% of 410,000 active | AID 588855, 2011; further: potency means the concentration at half of the fitted maximal effect; on the % scale 0 is the no-effect control and ±100 the full control effect; nearly all actives have a fitted effect of over 65% in size
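Read-out: total well GFP (ex488/em500-530) summed from mean per-cell fluorescence. Cells: HEPG2 CAGA-GFP, 1% FBS DMEM, 18 h at 37 degrees C with 500 pg/mL final TGF-beta. Unstimulated wells served as the full-inhibition control; stimulated DMSO wells = 0%.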
Nrf2 block: Nrf2 qHTS screen for inhibitors. A549 ARE-Fluc reporter, luciferase luminescence, 18-24 h. Potency, µM (series often up to 46 µM), inactives show top-dose activity change, negative = inhibition, most hits filed as inhibitors. 2.1% of 360,000 active. AID 504444, 2011; further: potency means the concentration at half of the fitted maximal effect; on the % scale 0 is the no-effect control and ±100 the full control effect; nearly all actives have a fitted effect of over 60% in size
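A549 ARE_Fluc cells, 5000/well, 5% FBS OPTI-MEM; compounds in dose-response, 18-24 h at 37 °C/5% CO2; CellTiter-Fluor viability read (Ex 405/Em 525), then BugLite luciferase luminescence = Nrf2 activity.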
IL2 activator: qHTS of IL-2 Activators; IL-2 activation reporter assay, cell-based qHTS; stimulated with anti-CD3/CD4/CD28 beads; in transgenic mouse T cells; activation, % (series mostly up to about 46 µM); 0.065% of 360,000 active; AID 652025, 2013; in the data active means activation above about 50%; inconclusive means mostly about 30% to 49%; further: 0% is about no effect
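EGFP and DsRed fluorescence is measured by plate cytometry in unstimulated transgenic mouse T cells exposed to compound for 60 minutes, then stimulated 18 hours at 37 degrees C with anti-CD3/anti-CD4 beads plus anti-CD28.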
ATXN viability: Viability Counterscreen for Primary qHTS for Inhibitors of ATXN expression; S2 cells (HEK-293 line with an ATXN2-luciferase reporter) viability, CellTiter-Fluor protease fluorescence, 24 h; Potency, µM (doses to about 56.7 µM), hits mostly cytotoxic; 0.49% of 400,000 active; further: potency means the concentration at half of the fitted maximal effect; nearly all actives have a fitted effect of over 40% in size
HepG2 tox: qHTS for Inhibitors of TGF-b: Cytotox Counterscreen; HepG2 CAGA-GFP viability, ATP luminescence, 18 h; Potency, µM (highest dose often 46.1 µM), for inactives: at the highest dose activity change, negative = cytotoxicity, hits mostly cytotoxic; 0.76% of 410,000 active; further: potency means the concentration at half of the fitted maximal effect; some results filed as inactive show a strong effect at the top dose
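HepG2 CAGA-GFP cells (1000/well, DMEM with 1% FBS) received compound, then TGF-beta at 500 pg/mL final, and were incubated 18 hours at 37 degrees C. Viability was read by CellTiter-Glo luminescence. Media-only wells were set as complete cell-killing and DMSO as no toxicity.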
A549 viability: Nrf2 qHTS screen for inhibitors: counterscreen for cytotoxicity; A549 ARE-Fluc cells, CellTiter-Fluor viability, 18-24 h; Potency, µM (top dose mostly 46 µM), for inactives: at the highest dose activity change, negative = cytotoxicity, hits mostly inhibitors; 0.16% of 390,000 active; further: potency means the concentration at half of the fitted maximal effect; on the % scale 0 is the no-effect control and ±100 the full control effect
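A549 ARE-Fluc cells in 5% FBS OPTI-MEM, 5000 cells/well, rested 2 h then exposed to compounds in concentration-response for 18-24 h at 37 °C. Viability by CellTiter-Fluor fluorescence (Ex 405/Em 525) after 30 min; luciferase luminescence (BugLite, 15 min, RT) read afterwards.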
EPAC2 ag: qHTS for Agonist of cAMP-regulated guanine nucleotide exchange factor 4 (EPAC2): primary screen | Rap guanine nucleotide exchange factor 4 (Homo sapiens), Q8WZA2 | EPAC2 activation, biochemical qHTS; response scale: 100% = 6.5 mM cAMP response | Potency, µM (series often up to 154 µM), for inactives: top-dose activation, actives largely listed as activators | 0.079% of 360,000 active; further: potency means the concentration at half of the fitted maximal effect; nearly all actives have a fitted effect of over 50% in size
Target sequence (Q8WZA2 whole entry, looked up): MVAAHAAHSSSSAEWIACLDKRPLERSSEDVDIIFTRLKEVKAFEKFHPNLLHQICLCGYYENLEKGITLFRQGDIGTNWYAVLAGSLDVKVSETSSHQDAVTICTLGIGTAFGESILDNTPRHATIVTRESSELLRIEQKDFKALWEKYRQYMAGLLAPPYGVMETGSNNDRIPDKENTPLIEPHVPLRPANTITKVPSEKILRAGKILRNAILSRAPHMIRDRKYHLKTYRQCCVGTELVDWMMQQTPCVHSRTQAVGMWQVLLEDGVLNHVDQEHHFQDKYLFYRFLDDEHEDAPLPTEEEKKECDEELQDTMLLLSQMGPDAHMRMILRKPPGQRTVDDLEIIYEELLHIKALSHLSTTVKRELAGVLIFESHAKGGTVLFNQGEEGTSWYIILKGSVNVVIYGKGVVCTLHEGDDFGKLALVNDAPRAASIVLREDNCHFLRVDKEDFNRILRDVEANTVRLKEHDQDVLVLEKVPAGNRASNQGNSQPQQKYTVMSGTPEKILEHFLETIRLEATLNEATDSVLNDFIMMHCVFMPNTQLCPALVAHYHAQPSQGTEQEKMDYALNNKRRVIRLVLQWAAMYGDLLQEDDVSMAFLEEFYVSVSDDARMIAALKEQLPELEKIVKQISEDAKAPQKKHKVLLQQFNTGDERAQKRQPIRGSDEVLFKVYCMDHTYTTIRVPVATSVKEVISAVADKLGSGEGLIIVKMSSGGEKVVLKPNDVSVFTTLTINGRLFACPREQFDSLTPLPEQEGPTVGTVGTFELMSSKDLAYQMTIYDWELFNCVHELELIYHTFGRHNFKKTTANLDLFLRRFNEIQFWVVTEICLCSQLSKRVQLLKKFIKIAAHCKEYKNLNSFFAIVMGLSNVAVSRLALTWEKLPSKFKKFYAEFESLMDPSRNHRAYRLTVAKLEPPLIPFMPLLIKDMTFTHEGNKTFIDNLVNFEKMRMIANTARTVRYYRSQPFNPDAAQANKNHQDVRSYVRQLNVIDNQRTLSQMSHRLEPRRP
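EPAC2 (100 nM) mixed with Rap1B loaded with BODIPY-GDP (250 nM) plus 50 uM unlabeled GDP; compounds pinned in, 5 min RT, then read every 5 min for 30 min (ex 480, em 540 nm). Normalized to cAMP control.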
Nrf2 activator: qHTS of Nrf2 Activators. 0.31% of 410,000 active. Potency, µM (series often up to 46.1 µM), without a hit: top-dose activation, most hits filed as activators. AID 624171, 2012. AREc32 ARE-luciferase reporter (MCF7-derived line), luminescence, 24 h; further: potency means the concentration at half of the fitted maximal effect; % of control where 0% means no effect; nearly all actives have a fitted effect of over 65% in size
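Steps: seed AREc32_Fluc cells (1000/well, 5% FBS OPTI-MEM); incubate overnight at 37 deg C; add 23 nL compound; incubate 24 hr; add Steady-Glo; hold 30 min RT; read luminescence.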
ATXN2 expr inh: Primary qHTS for Inhibitors of ATXN expression; HEK-293 ATXN2-luciferase reporter, luminescence, 24 h; Potency, µM (series often up to 57 µM), for inactives: at the highest dose activity change, negative = inhibition, actives largely listed as inhibitors; 0.72% of 360,000 active; further: potency means the concentration at half of the fitted maximal effect; on the % scale 0 is the no-effect control and ±100 the full control effect; nearly all actives have a fitted effect of over 55% in size
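qHTS (up to 57 uM final) was run with 24 h compound exposure of reporter cells at 37 °C. Each well was multiplexed: SteadyGlo luminescence measured ATXN2-luciferase expression after a fluorogenic Gly-Phe-AFC viability readout (25 uM final).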
Starred values were filed as active, the others as inactive; i = inactive; ? = inconclusive; . = no result given; [ ] = another dose, or the depositor's remark. Unless noted, the call rests on the fitted dose curve; in most records, active means well fitted curve in the direction sought with a large enough effect; inconclusive means small, poorly fitted or top-dose-only effect, or another doubt; inactive means no such curve, though single readings can be large; an effect the other way counts as inactive or inconclusive.

SMILES	TGFb SMAD3 inh	Nrf2 block	IL2 activator	ATXN viability	HepG2 tox	A549 viability	EPAC2 ag	Nrf2 activator	ATXN2 expr inh
Nc1cc(=O)[nH]c(SCC(=O)c2ccc(O)cc2O)n1	3%	?	-0.1	i	-1%	3%	1%	-0.2%	0%
CCc1ccccc1NC(=O)N1CCC(NC(=O)C(Cc2ccccc2)NC(C)=O)CC1 (configuration not stated)	-8%	-3%	-0.7	i	-24%	0%	-6%	0.4%	.
CCOC(=O)c1scc(-c2ccc(C)cc2)c1S(=O)(=O)Nc1ccc(F)c(F)c1	-8%	?	.	i	-1%	20%	.	-0.1%	6%
CC1CCc2cc(F)cc3c(O)c(C(=O)NCc4ccco4)c(=O)n1c23 (configuration not stated)	-22%	18%	0.7	?	1%	3%	11%	0.5%	-1%
COc1ccc(C2(CNC(=O)c3cccc([N+](=O)[O-])c3)CCOCC2)cc1OC	12%	-20%	-2.1	i	-6%	5%	1%	-1.6%	-12%
COc1ccccc1NC(=O)Nc1ccccc1C(=O)NCCCN1CCOCC1	-3%	-2%	0.8	i	6%	-3%	7%	-0.2%	2%
O=C(CNC(=O)c1ccccc1)OCC(=O)N1c2ccccc2Sc2ccccc21	4%	6%	1.0	i	7%	2%	-8%	-0.5%	-5%
CCCn1c(NC(=O)C2CCN(C(=O)c3ccccc3C)CC2)nc2ccccc21	-27%	?	-1.0	i	-26%	-10%	-4%	3.0%	-18%
Cc1n[nH]c(C)c1CCCOc1ccccc1	-4%	?	-0.4	i	2%	-7%	2%	-0.1%	1%
CSc1nc(C)cc(OCCNS(=O)(=O)c2cc(C)ccc2C)n1	-14%	-19%	0.0	i	-2%	0%	-6%	0.1%	3%
O=C(CCNS(=O)(=O)c1cccc2nsnc12)Nc1ccc2c(c1)OCCO2	26%	15%	-1.6	i	1%	2%	-3%	0.0%	-23%
Nc1nc(Nc2ccc(Cl)cc2)c(NC=O)c(=O)[nH]1	17%	-13%	-0.3	.	80%	2%	9%	-0.5%	-33%
O=C(NCc1cc(Cl)cc(Cl)c1)c1csc([C@@H]2C[C@H](O)[C@@H](CO)O2)n1	11%	.	-0.1	i	0%	.	2%	3.0%	1%
Cn1c(=O)[nH]c(=O)c2c1nc(NCc1ccccc1)n2CC(O)c1ccccc1 (configuration not stated)	5%	4%	1.2	i	8%	10%	2%	4.1%	0%
C=C(C)C(=O)Nc1cccc(C2=NOC3(C2)C[C@H](C(N)=O)N(C(=O)CC)C3)c1 (some centres not stated)	?	11%	-0.3	i	-5%	4%	-3%	-0.7%	8%
Cc1c(Cl)c([N+](=O)[O-])nn1Cc1ccc(C(=O)N/N=C\c2cccc(Br)c2)o1	-24%	.	1.7	?	-2%	?	15%	0.9%	-6%
O=C(CCC1CCCN(C(=O)c2ccc3c(c2)OCCO3)C1)NCc1ccccc1F (configuration not stated)	-11%	?	8.9	i	-2%	-9%	1%	-0.1%	20%
COc1ccc(CCC(=O)Nc2nnc(C(C)(C)C)s2)cc1	1%	-11%	0.3	i	6%	-2%	1%	0.4%	-9%
COc1ccc(CCNC(=O)c2ccc(Cn3c(=O)c4ccccc4n(Cc4cccc(C)c4)c3=O)cc2)cc1OC	11%	19%	.	i	9%	-1%	.	0.5%	10%
Cc1cc(/C=C(/C#N)c2cccc(Cl)c2)c(C)n1C	-1%	-19%	0.1	i	25%	-5%	1%	3.0%	8%
Cc1ccc(NC(=O)Cn2c(=O)c3cccn3c3ccccc32)c(Cl)c1	5%	?	-3.6	i	-15%	-3%	-9%	0.2%	-25%
O=C(NCC1CCCO1)c1cc([N+](=O)[O-])ccc1N1CCC(Cc2ccccc2)CC1 (configuration not stated)	-18%	?	-0.2	?	-13%	?	9%	-0.8%	-16%
CCc1ccc(OCC(=O)OCC(=O)c2ccc3c(c2)NC(=O)CO3)cc1	-15%	-12%	-1.5	i	-3%	2%	3%	-0.3%	-7%
O=NC1=C(c2c(O)[nH]c3ccccc23)CCCC1	4%	-2%	-2.0	?	5%	-8%	6%	-0.4%	-4%
C[C@H]1CN([C@@H](C)CO)S(=O)(=O)c2ccc(Br)cc2O[C@@H]1CN(C)Cc1cccc(F)c1	18µM*	.	-4.9	.	13µM*	.	15%	-2.6%	-75%
Cc1ccc(CN(C(=O)Cc2cccs2)C(C(=O)NC2CCCC2)c2ccncc2)cc1 (configuration not stated)	-11%	-4%	0.6	i	-3%	-13%	13%	-0.9%	1%
CC(NC(=O)COC(=O)COc1ccc(C(=O)c2ccccc2)cc1)c1ccccc1 (configuration not stated)	-6%	4%	1.1	i	4%	6%	-1%	-0.5%	-3%
O=C(c1ccccc1NS(=O)(=O)c1ccc(F)cc1)N1CCc2ccccc21	-4%	-19%	0.1	i	-4%	-1%	4%	-0.6%	11%
CC(Oc1ccccc1Cl)C(=O)N1CCN(CCc2ccccn2)CC1 (configuration not stated)	-18%	10%	.	i	-3%	-1%	.	-0.1%	4%
O=C(Nc1ccc(OC(F)F)cc1)c1ccccn1	-4%	?	-2.4	i	-14%	1%	4%	2.9%	4%
Cc1cc(C(=O)CN2C(=O)NC(CCS(C)(=O)=O)C2=O)c(C)n1C1CC1 (configuration not stated)	-18%	2%	0.5	i	-20%	4%	6%	0.0%	-16%
COc1ccc(C(=O)C2CCN(CC(=O)Nc3ccc(C)cc3)CC2)cc1	-12%	-6%	-0.2	i	-20%	5%	15%	3.8%	-22%
COc1ccc(NC(=S)Nc2ccc3c(c2)c(=O)n(C)n3-c2ccccc2)cc1	34%[activator]	.	0.1	?	-10%	.	9%	2.9%	13%
COc1cccc(C2CC(c3cccs3)=NN2C(=O)CSC2=NCCS2)c1OC (configuration not stated)	?	?	-5.1	i	-79%	-10%	3%	12%	5%
CCOc1ccc(OCC)c(NC(=O)CSc2nnc(-c3cccnc3)o2)c1	-2%	13%	-2.3	i	2%	.	7%	2.8%	10%
Cc1cccc(NC(=O)c2sc(Cl)nc2-c2ccccc2)c1	-16%	3%	-0.9	i	-10%	-3%	?	25%	-10%

Structural class: the compounds so far with bromine
SMILES	TGFb SMAD3 inh	Nrf2 block	IL2 activator	ATXN viability	HepG2 tox	A549 viability	EPAC2 ag	Nrf2 activator	ATXN2 expr inh
Cc1c(Cl)c([N+](=O)[O-])nn1Cc1ccc(C(=O)N/N=C\c2cccc(Br)c2)o1	-24%	.	1.7	?	-2%	?	15%	0.9%	-6%
C[C@H]1CN([C@@H](C)CO)S(=O)(=O)c2ccc(Br)cc2O[C@@H]1CN(C)Cc1cccc(F)c1	18µM*	.	-4.9	.	13µM*	.	15%	-2.6%	-75%

(further entries)
SMILES	TGFb SMAD3 inh	Nrf2 block	IL2 activator	ATXN viability	HepG2 tox	A549 viability	EPAC2 ag	Nrf2 activator	ATXN2 expr inh
Fc1ccc(NC(=S)N/N=C/c2ccc(F)c(F)c2)cc1	?	2%	-2.3	i	15%	-14%	3%	6.1%	14%
Cc1ccc(-c2nnn(CC(=O)N(Cc3cccs3)C(C(=O)NC3CCCC3)c3ccncc3)n2)cc1 (configuration not stated)	?	6.5µM*	-3.1	?	-18%	-17%	16%	5.0%	-5%
Cc1ccc(C(=O)N2CC3(C)CN(C(=O)c4ccc(C)cc4)CC(C)(C2)C3=O)cc1	-2%	7%	-2.3	i	3%	5%	4%	1.7%	.
O=C(CCN1C(=O)/C(=C\c2ccccc2)SC1=S)N1CCOCC1	1%	?	-2.8	i	-1%	-4%	4%	?	58%[activator]
CCOc1cc(C2C(C(=O)c3ccco3)=C(O)C(=O)N2Cc2ccccc2)ccc1O (configuration not stated)	-23%	-1%	0.6	i	-15%	-11%	5%	0.5%	-8%
CCN(CC)CCN(Cc1cc2cc3c(cc2[nH]c1=O)OCCO3)C(=S)NCCCN(C)C	-3%	-14%	-3.0	i	-13%	12%	5%	-2.2%	.
C=CCn1c(=O)c2ccc(C(=O)NCc3ccccc3)cc2n(Cc2cccc(Cl)c2)c1=O	-4%	-3%	-1.2	?	-21%	-12%	0%	-0.4%	?
C=CCNC(=S)NCC	?	-13%	-0.3	i	-30%	9%	9%	-0.4%	.
Cc1ccc(S(=O)(=O)NC2CC(C)(C)N(O)C(C)(C)C2)cc1	?	-4%	1.1	i	3%	0%	4%	-0.5%	-1%
Cc1ccc(OCCC(=O)N2CCN(c3ccc(O)cc3)CC2)cc1	-5%	-1%	-0.5	i	-23%	-1%	9%	2.1%	?
C=CCn1c(O)c(N=O)c2ccccc21	13%	2%	-2.9	i	7%	-1%	0%	8.4%	3%
Cc1ccccc1-c1nnc(CN2CCN(C(=O)c3ccco3)CC2)o1	-14%	3%	-0.2	i	-15%	1%	-3%	0.1%	5%
COC(=O)C1=C(N)Oc2cc(C)n(Cc3ccccc3)c(=O)c2C1c1ccccc1 (configuration not stated)	-4%	-13%	-1.8	.	-26%	-14%	15%	0.2%	.
COc1ccc(C(=O)N(c2ccc(OC)cc2)S(=O)(=O)c2ccc3c(c2)n(C)c(=O)n3C)cc1	1%	7%	.	?	-17%	-5%	.	19%	10%
CCOc1ccc(Oc2ccc(Cl)cc2N)cc1	-2%	5%	-1.1	i	-6%	1%	15%	0.0%	.
